HADH2 inhib: blocks human hydroxyacyl-CoA dehydrogenase type II; Potency, µM (series often up to 57.1 µM), inactives show at the highest dose activity change, negative = inhibition, most hits filed as inhibitors; hit rate 3.4% among 73,000; recombinant HADH2, NADH fluorescence, beta-hydroxybutyryl-CoA; Q99714; further: potency means the concentration at half of the fitted maximal effect; on the % scale 0 is the no-effect control and ±100 the full control effect; nearly all actives have a fitted effect of over 60% in size; many of its hits are not listed in these tables
Target sequence (Q99714 whole entry, looked up, one chain of several): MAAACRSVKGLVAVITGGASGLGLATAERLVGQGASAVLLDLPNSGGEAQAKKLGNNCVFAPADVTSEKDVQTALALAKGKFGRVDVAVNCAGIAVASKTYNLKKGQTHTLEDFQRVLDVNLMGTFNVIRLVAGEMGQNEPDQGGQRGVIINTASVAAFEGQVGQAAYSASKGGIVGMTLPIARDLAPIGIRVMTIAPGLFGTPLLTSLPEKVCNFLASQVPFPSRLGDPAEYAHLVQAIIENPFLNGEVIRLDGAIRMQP
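Buffer 100 mM Tris-HCl pH 9.0/0.01% Tween-20; HADH2 20 nM; NAD+ 1 mM; beta-hydroxybutyryl-CoA 90 uM (all final). 15 min cpd preincubation, RT.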
HBB splice mod: alters splicing of the hemoglobin beta chain. HBB splicing reporter cell assay, activation; EGFP reporter with mutant IVS2-654 intron; response scale: normalised to 500 nM splice-correcting PNA. Potency, µM (top dose mostly 46.1 µM), for inactives: top-dose activation, usual class: activators. hit rate 0.06% among 65,000; further: potency means the concentration at half of the fitted maximal effect; 0% is about no effect
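Compounds were applied for 2 days to HeLa EGFP-654 cells, 500/well in Optimem with 2% FCS. The reporter's EGFP is disrupted by mis-splicing of beta-globin intron IVS2-654. Readout: summed well GFP fluorescence from 488 nm laser scanning; reference was 500 nM antisense […] 654 PNA.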
ERK AVP inh: inhibitors of vasopressin-stimulated ERK signaling pathway | hit rate 0.99% among 72,000 | AID 995 | Potency, µM (doses to about 57.5 µM), inactives show top-dose activity, negative = inhibition, actives largely listed as inhibitors | HEK293-V1b, vasopressin-stimulated pERK AlphaScreen; further: potency means the concentration at half of the fitted maximal effect; on the % scale 0 is the no-effect control and ±100 the full control effect; nearly all actives have a fitted effect of over 55% in size
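Overnight-seeded V1b-HEK293 cells in 1% FBS got compound, then vasopressin (25 nM final, 5 min, 37C), then lysis buffer. AlphaScreen detection of phospho-ERK; activity normalized to basal and full-stimulation controls.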
FLuc inh: blocks Photinus pyralis firefly luciferase activity; Potency, µM (top dose mostly 57.1 µM), inactives show at the highest dose activity change, negative = inhibition, actives largely listed as inhibitors; purified firefly luciferase, luminescence, 8 min; hit rate 2.2% among 72,000; further: potency means the concentration at half of the fitted maximal effect; on the % scale 0 is the no-effect control and ±100 the full control effect; nearly all actives have a fitted effect of over 40% in size
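Compounds were tested as concentration series (qHTS) against purified P. pyralis luciferase with luciferin and 10 uM ATP in 50 mM imidazole pH 7.2, 50 mM KCl, 7 mM MgCl2, 0.01% Tween 20, 0.05% BSA. Luminescence was read after 8 min at ambient temperature.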
Hsp90 Hop PPI: changes Hsp90-Hop TPR2A binding signal, up or down; AlphaScreen TPR2A-His6 binding biotin-Hsp90 C-terminal peptide; Potency, µM (titrated, usually from 57 µM), inactives show at the highest dose activity change, negative = inhibition; hit rate 0.44% among 71,000; active means well fitted curve in either direction with a large enough effect; inconclusive means small, poorly fitted or top-dose-only effect, or another doubt; further: potency means the concentration at half of the fitted maximal effect; on the % scale 0 is the no-effect control and ±100 the full control effect; many of its hits are not listed in these tables
TexasRed autofl: Texas Red region autofluorescence; Compound fluorescence, Texas Red channel, 547/618 nm; hits give high values; max dye-equivalent concentration, M; hit rate 0.06% among 59,000; AID 587; in the data active means max dye-equivalent concentration above about 10 nM; inconclusive means between about 1.1 nM and that limit
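Compound titrations in 100 mM Tris pH 8.0 were incubated 15 min at room temperature and read at 547 nm excitation / 618 nm emission. Texas Red six-point standard curve on each plate converted fluorescence to dye-equivalent concentration.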
15-hLO inh: blocks human 15-lipoxygenase activity; P16050; purified 15hLO-1, xylenol orange hydroperoxide absorbance; Potency, µM (top dose mostly 57.1 µM), for inactives: at the highest dose activity change, negative = inhibition, hits mostly inhibitors; hit rate 1.4% among 74,000; further: potency means the concentration at half of the fitted maximal effect; on the % scale 0 is the no-effect control and ±100 the full control effect; nearly all actives have a fitted effect of over 55% in size
Target sequence (P16050 whole entry, looked up): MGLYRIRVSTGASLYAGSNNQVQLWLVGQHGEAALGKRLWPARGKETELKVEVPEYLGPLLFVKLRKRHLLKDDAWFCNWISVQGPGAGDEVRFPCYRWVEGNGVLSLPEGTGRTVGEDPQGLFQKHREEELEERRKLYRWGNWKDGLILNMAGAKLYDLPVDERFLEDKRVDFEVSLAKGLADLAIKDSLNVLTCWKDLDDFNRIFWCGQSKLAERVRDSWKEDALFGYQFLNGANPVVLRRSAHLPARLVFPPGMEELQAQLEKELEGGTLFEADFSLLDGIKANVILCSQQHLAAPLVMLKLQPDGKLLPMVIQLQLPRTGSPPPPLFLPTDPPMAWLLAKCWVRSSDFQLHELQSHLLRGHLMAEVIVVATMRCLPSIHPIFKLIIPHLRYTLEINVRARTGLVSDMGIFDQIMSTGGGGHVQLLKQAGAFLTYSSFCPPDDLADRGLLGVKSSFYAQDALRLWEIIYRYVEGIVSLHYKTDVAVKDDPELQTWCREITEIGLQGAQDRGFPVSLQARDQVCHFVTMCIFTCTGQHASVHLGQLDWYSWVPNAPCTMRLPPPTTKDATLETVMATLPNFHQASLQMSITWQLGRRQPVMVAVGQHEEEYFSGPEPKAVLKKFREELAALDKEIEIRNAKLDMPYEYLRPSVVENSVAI
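40 nM 15hLO-1 + cpd, 15 min RT; start w/ 50 uM AA (final), 6 min RT; stop/detect w/ 200 uM XO + 300 uM Fe(II) in 50 mM H2SO4, 30 min; A573/A405. Buffer 25 mM Hepes pH 7.5, 0.01% Triton X-100. No-enzyme wells as negative control.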
Rhodamine fluor: rhodamine region autofluorescence. Rhodamine-region fluorescence, 547/598 nm, Tris buffer; hits give high values. max dye-equivalent concentration, M. hit rate 0.05% among 59,000. AID 594; in the data active means max dye-equivalent concentration above about 11 nM; inconclusive means between about 1.1 nM and that limit
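Intrinsic compound fluorescence, ex 547 / em 598 nm, CCD imager. Tris 100 mM pH 8.0; 15 min RT. Output = rhodamine dye-equivalent concentration at each compound concentration.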
DNA Pol III inh: blocks replication by bacterial DNA polymerase III holoenzyme. reconstituted DNA polymerase III holoenzyme replication, biochemical. Potency, µM (titrated, usually from 57.1 µM), for inactives: at the top dose activity change, negative = inhibition. hit rate 0.25% among 71,000. AID 603; further: potency means the concentration at half of the fitted maximal effect; on the % scale 0 is the no-effect control and ±100 the full control effect
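Reconstituted *E. coli* holoenzyme (0.35 nM Pol III, 1 nM beta, 154 nM SSB, 2 nM primase) was preincubated with compound for 15 min at RT. Synthesis on 1.4 nM ssM13Gori ran 35 min, then was stopped with PicoGreen/EDTA and read as dsDNA fluorescence.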
CRE-bla Fsk: modulators of forskolin-stimulated CRE signaling in CHO cells. CHO CRE-bla reporter (cAMP response element driving beta-lactamase), forskolin EC10, beta-lactamase ratio. Potency, µM (series often up to 38.2 µM), inactives show at the highest dose activity change, negative = inhibition, hits mostly activators. hit rate 2.5% among 71,000; active means well fitted activation curve with a large enough effect in the signal ratio, with a control signal flat, not every such curve was filed as active; inconclusive means small, poorly fitted or top-dose-only effect, or effect the other way, or a change in a side signal; the % refers to the signal ratio; further: potency means the concentration at half of the fitted maximal effect; % of control where 0% means no effect
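qHTS titration format; CRE-bla CHO reporter; stimulus EC10 NKH 477, a water-soluble forskolin. Read: CCF4 460/530 nm ratio. Potency expressed as AC50 for activators or inhibitors.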
Tau fil binding: binders of human tau filaments; Potency, µM (doses to about 57.1 µM), for inactives: at the top dose activity change, negative = inhibition; AID 596; hit rate 2% among 71,000; P10636; recombinant tau filaments, thioflavin S fluorescence, 15 h; filaments grown with octadecylsulfate alongside compound;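 further: potency means the concentration at half of the fitted maximal effect; on the % scale 0 is the no-effect control and ±100 the full control effect; actives lower thioflavin S fluorescence by blocking filaments or displacing dye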
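Assay mix: 1 uM His-tagged tau, 30 uM sodium octadecylsulfate, thioflavine S dye in HEPES/NaCl/DTT buffer. Compound is added prior to the inducer. Fluorescence after 15 h at 37 C.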
* marks the source's active call; other numbers are inactive results; i = inactive; ? = inconclusive; . = not tested or not shown; & = joins results of further samples; ! = not active in a repeat; [ ] = remark or other dose. Unless noted, the call rests on the fitted dose curve; in most records, active means well fitted curve in the direction sought with a large enough effect; inconclusive means small, poorly fitted or top-dose-only effect, or another doubt; inactive means no such curve, though single readings can be large; an effect the other way counts as inactive or inconclusive.

SMILES	HADH2 inhib	HBB splice mod	ERK AVP inh	FLuc inh	Hsp90 Hop PPI	TexasRed autofl	15-hLO inh	Rhodamine fluor	DNA Pol III inh	CRE-bla Fsk	Tau fil binding
CCOC(=O)C(O)(c1ccc(NC(=O)c2ccco2)c(OC)c1)C(F)(F)F (centres undefined)	3%	3.3%	-11%	-3%	0%	i	-14%	i	8%	?	-16%
Cc1cc(O)c2c(c1)C(=O)c1cc(O)cc(O)c1C2=O	?	8.2%&9.5%	?	-6%[11.4 µM]	5µM*!	i	?	i	-17%&-5%&-16%	?	2.5µM*
CCOC(=O)c1c(N)n(CCCOC(=O)c2ccco2)c2nc3ccccc3nc12	5µM*	-2.2%[57.5 µM]	-1%	2%	4%	i	-22%	i	-9%	10µM*	3%
O=S(=O)(Cl)c1ccccc1	7%	3.5%	18%	.	-3%	.	-14%	.	?	-7%	21%
CCC(=O)N1CCN(c2cc3c(cc2F)c(=O)c(C(=O)O)cn3CC)CC1	25µM*	-0.3%[57.5 µM]	16%	2%	-2%	i	11%	i	-4%	3%	-1%
Cc1ccc(S(=O)(=O)NC(CC(=O)N2CCC3(CC2)OCCO3)c2ccco2)cc1 (centres undefined)	6%	0.6%	19%	0%	1%	i	11%	i	-2%	-9%	8%
CCOC(=O)c1cccc(NC2c3ccccc3C(=O)N2Cc2ccco2)c1 (centres undefined)	-1%	-0.7%	?	1%	-5%	.	-11%	.	2%	-3%	6%
CCCCCP(=O)(O)c1ccccc1	-8%	0.9%	-14%	2%	-2%	.	8%	.	-4%	-2%	2%
c1ccc(/N=C2\N=C(Nc3ccccn3)c3ccccc32)nc1	35%[activator]	-0.4%[57.5 µM]	?	2%	-21%	?	49%[activator]	i	-3%	?	-24%
Cc1ccc2cccc(OC(=O)N3CCCC3)c2n1	-6%	-1.9%	-14%	1%	1%	i	0%	i	-5%	1%	-4%
CCCN1CCC[C@@H]2Cc3[nH]ncc3C[C@H]21	1%	-1.6%[20.6 µM]	7%	5%	-7%	i	?	i	1%	-10%	?
CC(=NCCC1=CCCCC1)c1c(O)[nH]c(=O)[nH]c1=O	6%	-2.4%[57.5 µM]	-21%	1%	3%	i	-2%	i	1%	?	2%
CCC(C)N1C(=O)NC(=O)C2(Cc3cc(C)ccc3N(C)C2)C1=O (centres undefined)	12%	0.0%[57.5 µM]	-11%	2%	-6%	?	-8%	i	-2%	-13%	-3%
CNC(=O)[C@@H]1C[C@H]1[C@@H](NP(=O)(c1ccccc1)c1ccccc1)c1ccccc1	11%	-0.7%	-23%	.	-7%	.	.	.	1%	-12%	8%
CC[C@@H]1CN2CCc3cc(OC)c(OC)cc3[C@H]2C[C@@H]1C[C@@H]1NCCc2cc(O)c(OC)cc21	-1%[25.6 µM]	-2.0%[20.6 µM]	-13%[25.7 µM]	2%[25.5 µM]	-5%[26 µM]	i	1%[25.6 µM]	i	-6%[25.6 µM]	?	13%[25.6 µM]

Continuation:
SMILES	HADH2 inhib	HBB splice mod	ERK AVP inh	FLuc inh	Hsp90 Hop PPI	TexasRed autofl	15-hLO inh	Rhodamine fluor	DNA Pol III inh	CRE-bla Fsk	Tau fil binding
O=C(c1cnccn1)N1CCC2(CC1)CN(Cc1ccncc1)C2	-3%	0.5%	4%	1%[11.4 µM]	-5%	i	-12%	i	-3%	3%	-1%
CCN(CC)c1ccc(CC2C(=O)N(C)C(=O)N(C)C2=O)cc1	?	-1.5%	-26%	-4%	-22%	.	1%	.	-9%	3%	41%
NCCc1ccc(S(=O)(=O)F)cc1	-7%	-1.1%	-4%	0%	-5%	i	-4%	i	0%	-7%	8%
C[C@H](N)CN1CCc2ccc(Br)cc21	6%	1.8%	-9%	-6%	-8%	i	-3%	i	-4%	-12%	-10%
c1cncc(CNCCN2CCNCC2)c1	5%[11.4 µM]	3.2%[9.22 µM]	-22%[11.5 µM]	1%[11.4 µM]	0%[11 µM]	i	12%[11.4 µM]	i	-6%[11.4 µM]	0%[7.6 µM]	1%[11.4 µM]
Cc1ccc2nc(-c3ccncc3)cc(C(=O)N3CCC4(CC3)OCCO4)c2c1	-3%	-1.3%	-30%	0%	-6%	i	6%	i	-6%	3%	-20%
CN1CCN(c2ccc(C(N)=O)cc2N)CC1	0%	0.1%[57.5 µM]	-16%	-3%	-5%	i	-13%	i	-4%	-7%	6%
CC1(C)N=C(N)N=C(N)N1c1cccc(C(=O)Nc2ccc(S(=O)(=O)F)cc2)c1	8%[11.4 µM]	-2.2%[9.22 µM]	6%[11.5 µM]	3%[11.4 µM]	-1%[11 µM]	i	1%[11.4 µM]	i	-4%[11.4 µM]	?	0%[11.4 µM]
CCOC(=O)N(c1ccccc1)P1(=S)OCCO1	?	-3.9%	-7%	0%	-12%	i	-18%	i	-2%	?	5%
C[C@H](NC(C)(C)C)C(=O)c1cccc(Cl)c1	-12%[25.6 µM]	0.4%[20.6 µM]	5%[25.7 µM]	3%[25.5 µM]	-3%[26 µM]	?	6%[25.6 µM]	i	-5%[25.6 µM]	-5%[17.1 µM]	-20%[25.6 µM]
C[C@@]12CC[C@H](O)C[C@@H]1CC[C@@H]1[C@@H]2CC[C@@]2(C)[C@@H](C3=CC(=O)OC3)[C@H](O)C[C@]12O	14%[11.4 µM]	0.7%[9.22 µM]	-10%[11.5 µM]	4%[11.4 µM]	0%[11 µM]	i	2%[11.4 µM]	i	-7%[11.4 µM]	1%[7.6 µM]	5%[11.4 µM]
CCOc1cc(C=O)ccc1O	-11%	0.3%	-1%	.	0%	.	8%	.	-4%	?	-8%
CCOC(=O)C1SC2(C(F)(F)F)CC1(O)c1c(C)cc(C)nc1O2 (centres undefined)	14%	-1.2%	-28%	1%	-15%	i	-7%	i	0%	-13%	17%
OCC1(CO)COC(c2cccnc2)N1 (centres undefined)	2%	.	-11%	0%	-4%	?	8%	i	-2%	5%	1%
CC(C)c1ccc(O)c(CN2CCN(c3ccccc3)CC2)c1	-4%	0.4%	-2%	5%	10%	i	-27%	i	-10%	?	-9%

Next part
SMILES	HADH2 inhib	HBB splice mod	ERK AVP inh	FLuc inh	Hsp90 Hop PPI	TexasRed autofl	15-hLO inh	Rhodamine fluor	DNA Pol III inh	CRE-bla Fsk	Tau fil binding
Cc1ccc2c(c1)CC1(CN2C)C(=O)NC(=O)N(c2cc(C)ccc2C)C1=O (centres undefined)	-11%	2.6%[1.84 µM]	4%	5%	-2%	i	?	i	1%	?	-1%
CC1N(O)C2CCCCCC2N1O (centres undefined)	-3%	1.2%[57.5 µM]	-2%	2%	-2%	i	8%	i	-11%	5%	-4%
C[C@H](CC(C#N)(c1ccccc1)c1ccccc1)N1CCCCC1	10%[11.4 µM]	-2.3%[9.22 µM]	-5%[11.5 µM]	1%[11.4 µM]	-1%[11 µM]	i	0%[11.4 µM]	i	-11%[11.4 µM]	-1%[7.6 µM]	-6%[11.4 µM]
CN1CCC(n2nccc2N)CC1	1%	1.9%	4%	3%	0%	?	-2%	i	56%	0%	-8%
CC(C)NS(=O)(=O)c1ccc(OCC(=O)N2CCN(C)CC2)cc1	0%	-0.1%	-6%	2%	1%	.	4%	.	1%	-1%	-8%
CN1C[C@H](CO)C=C2c3cccc4[nH]cc(c34)C[C@H]21	16µM*	.	.	-1%[11.4 µM]	-7%	i	.	i	-9%	-11%	-7%
COCCOC(=O)C1=C(N)Oc2c(c(=O)oc3ccccc23)C1c1ccncc1 (centres undefined)	5%	-0.3%	11%	1%	-7%	i	0%	i	-3%	?	7%
COC[C@H]1OC(=O)c2coc3c2[C@@]1(C)C1=C(C3=O)[C@H]2CCC(=O)[C@@]2(C)C[C@H]1OC(C)=O	?	.	?	1%	-7%	.	?	.	-5%	?	24%
CCCCOCC1CO1 (centres undefined)	0%	0.5%	45%	.	?	.	-2%	.	0%	-7%	5%
Cc1ccc2c(c1)C(c1ccccc1)NCC(=O)N2 (centres undefined)	3%	.	2%[11.5 µM]	0%	-2%	i	7%	i	-6%	-1%	-2%
C=CCCN1C[C@@H]2C[C@H](C1)c1cccc(=O)n1C2	2%	.	.	1%[11.4 µM]	-6%	i	.	i	0%	?	-14%

An excerpt; count on the stated rates, not on these rows.
